KB-3-1 tox: qHTS assay for MDR1-selective chemotherapeutics: Primary screen using the parental adenocarcinoma cell KB-3-1; KB-3-1 viability, CellTiter-Glo ATP luminescence, 72 h; Potency, µM (highest dose often 46.1 µM), for inactives: top-dose activity change, negative = cytotoxic, usual class: cytotoxic; hit rate 1.4% among 400,000; AID 1347075, 2019; note: potency is the fitted concentration of half-maximal effect; % is set by controls: 0 for no effect and ±100 for the full control effect; nearly all actives have a fitted effect of over 60% in size
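Cytotoxicity measured as CellTiter-Glo luminescence after 72 h at 37 C. Compound titrations were pinned onto drug-naive KB-3-1 parental adenocarcinoma cells grown in DMEM with 10% FBS, and normalized data fitted to concentration-response curves.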
GLP1R ag: qHTS of GLP-1 Receptor Agonists. Glucagon-like peptide 1 receptor (Homo sapiens), P43220. HEK293 GLP-1R CRE-luciferase, luminescence, 4-6 h; cells express a hypersensitive GLP-1R form. Potency, µM (titrated, usually from 45.6 µM), for the others: at the top dose activation, most hits filed as activators. hit rate 0.007% among 380,000; note: potency is the fitted concentration of half-maximal effect; % of control where 0% means no effect
Target sequence (P43220 whole entry, looked up): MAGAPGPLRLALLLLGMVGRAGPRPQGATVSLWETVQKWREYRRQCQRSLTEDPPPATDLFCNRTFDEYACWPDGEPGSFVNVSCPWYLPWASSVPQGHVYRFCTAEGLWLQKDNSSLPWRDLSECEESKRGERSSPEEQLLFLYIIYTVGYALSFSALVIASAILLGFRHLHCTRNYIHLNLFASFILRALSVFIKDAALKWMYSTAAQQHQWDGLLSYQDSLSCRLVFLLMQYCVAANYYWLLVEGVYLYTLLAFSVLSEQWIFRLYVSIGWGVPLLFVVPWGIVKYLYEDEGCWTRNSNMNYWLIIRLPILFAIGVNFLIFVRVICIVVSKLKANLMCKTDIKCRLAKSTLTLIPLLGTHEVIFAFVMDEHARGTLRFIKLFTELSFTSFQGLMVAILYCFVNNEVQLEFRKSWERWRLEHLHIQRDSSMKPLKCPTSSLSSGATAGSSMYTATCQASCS
KB-V1 MDR tox: qHTS assay for MDR1-selective chemotherapeutics: Primary screen using the drug-selected MDR subline cells KB-V1. KB-V1 MDR cells viability, CellTiter-Glo, 72 h. Potency, µM (highest dose often 46.1 µM), for inactives: at the highest dose activity change, negative = cytotoxicity, most hits filed as cytotoxic. hit rate 3.4% among 400,000; note: potency is the fitted concentration of half-maximal effect; % is set by controls: 0 for no effect and ±100 for the full control effect; nearly all actives have a fitted effect of over 60% in size
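qHTS viability screen in drug-selected KB-V1 MDR cells: 72 h compound treatment at 37 degrees C, ATP luminescence end point.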
D3 antag: qHTS of D3 Dopamine Receptor Antagonist: qHTS; D(3) dopamine receptor (Homo sapiens), P35462; D3R cells, DiscoveRx beta-arrestin luminescence, antagonist mode; stronger effect = lower value; max response, negative = inhibition, %; hit rate 2.5% among 360,000; in the data active = max response below about -50%; inconclusive = no clear call, values can overlap the other calls; note: % is set by controls: 0 for no effect and ±100 for the full control effect; mostly tested at two doses, the higher about 12 µM
Target sequence (P35462 whole entry, looked up): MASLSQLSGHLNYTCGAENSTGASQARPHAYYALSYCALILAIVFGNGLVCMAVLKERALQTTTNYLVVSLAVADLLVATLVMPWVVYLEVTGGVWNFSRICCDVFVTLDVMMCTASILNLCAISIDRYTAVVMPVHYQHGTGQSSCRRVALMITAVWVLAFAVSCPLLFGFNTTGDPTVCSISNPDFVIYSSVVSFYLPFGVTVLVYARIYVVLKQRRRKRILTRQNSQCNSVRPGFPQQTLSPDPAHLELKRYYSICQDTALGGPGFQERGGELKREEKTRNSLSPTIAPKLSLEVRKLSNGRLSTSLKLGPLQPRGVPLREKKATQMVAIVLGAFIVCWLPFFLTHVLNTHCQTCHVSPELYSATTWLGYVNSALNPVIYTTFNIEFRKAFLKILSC
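Cells expressing the human receptor were seeded at 1500 cells/well, incubated overnight at 37 degrees C in 5% CO2, then exposed to library compounds with dopamine controls for 90 minutes at 37 degrees C before luminescent detection.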
HT1080-NT tox: qHTS for induction of synthetic lethality in tumor cells producing 2HG: qHTS for the HT-1080-NT fibrosarcoma cell line; HT-1080-NT fibrosarcoma viability, CellTiter-Glo ATP luminescence, 48 h; Potency, µM (doses to about 46.1 µM), for inactives: at the top dose activity, negative = less viability, most hits filed as cytotoxic; hit rate 1.6% among 360,000;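 note: NT is the 2HG producing partner of a matched IDH1 knockdown line; potency is the fitted concentration of half-maximal effect; 0% = DMSO-treated cells and -100% = media-only wells without cells; nearly all actives have a fitted effect of over 55% in size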
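Fibrosarcoma NT cells, 750 per well in 5% FBS RPMI, were exposed to compound for 48 hours. Viability: CellTiter-Glo luminescence.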
HT1080 IDH1KD tx: qHTS for induction of synthetic lethality in tumor cells producing 2HG: qHTS for the HT-1080-IDH1KD cell line; HT-1080 IDH1 knockdown viability, ATP luminescence, 48 h; Potency, µM (titrated, usually from 46.1 µM), inactives show at the highest dose activity, negative = toxicity, hits mostly cytotoxic; hit rate 2% among 360,000; AID 686971, 2013;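 note: potency is the fitted concentration of half-maximal effect; 0% = DMSO wells and -100% = cell-free medium wells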
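Using the IDH1-knockdown HT-1080 line run in the same batch and compound series as the NT line, viability after 48 h at 37 °C was determined by CellTiter-Glo luminescence and expressed as % activity.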
D3 ag: qHTS of D3 Dopamine Receptor Agonist: qHTS; hit rate 0.58% among 410,000; D(3) dopamine receptor (Homo sapiens), P35462; AID 652048, 2013; max activation, %; D3R DiscoveRx beta-arrestin cells, luminescence, 90 min; in the data active = max activation above about 30%; note: 0% is about no effect; mostly tested at two doses, the higher about 12 µM
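Cells at 1500/well, incubated overnight, then treated with pinned compounds (dopamine as control) for 90 min at 37 degrees C. DiscoveRx reagent added for 30 - 60 minutes at room temperature; luminescence read.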
SW480 rerep: A quantitative high throughput screen for small molecules that induce DNA re-replication in SW480 colon adenocarcinoma cells; Potency, µM (doses to about 46.1 µM), without a hit: top-dose re-replication activation, usual class: activators; AID 624297, 2012; hit rate 1.8% among 340,000; SW480 DNA re-replication, Hoechst DNA content imaging, 48 h; note: potency is the fitted concentration of half-maximal effect; % of control where 0% means no effect; nearly all actives have a fitted effect of over 55% in size
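Image-based read-out: total Hoechst fluorescence of nuclei (405 nm excitation, 500-530 nm emission), with hits raising the fraction of high-intensity nuclei. SW480 colon cells incubated 48 hr with compounds at 37 C.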
IL1B secr inh: qHTS for Inhibitors of Inflammasome Signaling: IL-1-beta AlphaLISA Primary Screen | hit rate 4.7% among 360,000 | activity change, % at 57.5 µM | THP-1 LPS/ATP IL-1B secretion, AlphaLISA, 16 h; stronger effect = lower value; in the data active = activity change below about -50%; inconclusive = mostly about -30% to -49%; note: % is set by controls: 0 for no effect and ±100 for the full control effect
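Secreted IL-1B measured by AlphaLISA bead assay after 16 h compound exposure of THP-1 cells; compounds (final up to 57.5 uM) added 1 h before LPS (250 ng/mL) and ATP (1.25 mM) stimulation; lower signal means less secretion.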
* marks the source's active call; other numbers are inactive results; i = inactive; ? = inconclusive; / = no result given; [ ] = another dose, or the depositor's remark. Unless noted, calls come from the whole dose curve; as a rule, active = well fitted curve in the direction sought with a large enough effect; inconclusive = small, poorly fitted or top-dose-only effect, or another doubt; inactive = no such curve, though single readings can be large; an effect the other way counts as inactive or inconclusive.

item	canonical_smiles	KB-V1 MDR tox	D3 ag	IL1B secr inh	GLP1R ag	HT1080-NT tox
1	COc1cc(C(=O)NCC(=O)OCC(=O)Nc2ncc(Cl)cc2Cl)cc(OC)c1OC	-2.1%	-10.1	-8.5	1.8%	17.7%
2	COc1cccc(NC(=O)C2C3C=CC4(O3)C2C(=O)N(CCCN2CCCCC2)C4C(=O)NC2CCCCC2)c1 (stereo not drawn)	-0.5%	-15.1	-4.2	0.0%	-7.9%
3	CCN1CCN(CCCNC(=O)c2ccc3c(c2)N(Cc2ccccc2)CCS3)CC1	0.1%	-7.8	-27.1	13.4%	-18.1%
4	O=c1c2cc(N3CCOCC3)ccc2[nH]c(=S)n1CCc1ccccc1	-23.4%	8.4	49.0	1.1%	-12.6%
5	COc1cccc(N2CCN(C(=S)NCCc3ccccc3)CC2)c1	-21.6%	-3.7	-8.5	-2.0%	-6.8%
6	Cc1ccccc1C(=O)Nc1nnc(CC(=O)N/N=C/c2ccncc2)s1	5.2%	4.0	/	9.2%	12.2%
7	COCCn1nnnc1CN(Cc1cccnc1)Cc1cc2cc(OC)ccc2[nH]c1=O	9.6%	9.6	-14.3	-3.0%	6.9%
8	COc1ccc(CCN2C(=S)NC3CC2(C)Oc2ccc([N+](=O)[O-])cc23)cc1OC (stereo not drawn)	6.51µM*	3.1	-20.7	-1.6%	-14.2%
9	On1c(-c2ccccc2)nc2ccc(Cl)cc21	-3.9%	-4.5	7.3	-3.9%	2.8%
10	CCN(CC)c1ccc(/C=c2/sc3nnc(-c4ccccc4C)n3c2=O)cc1	-11.0%	-7.8	16.6	0.2%	13.1%
11	CCOc1cc(N2CCOCC2)c(OCC)cc1NC(=O)CN1C(=O)NC(C)(c2ccc(OC)cc2)C1=O (stereo not drawn)	?	-6.3	0.0	4.2%	-1.1%
12	COc1ccc(CCN(C)CC(O)COc2c(C)ccc(C)c2C)cc1OC (stereo not drawn)	5.7%	-11.9	?	1.3%	-22.2%
13	COc1cccc(CN(C)CC(=O)Nc2cc(S(=O)(=O)N3CCCC3)ccc2Cl)c1OC	20.6µM*	1.3	-15.4	0.2%	-6.7%
14	COc1ccc2cc(C(=O)C3CCCN(Cc4cccc(C)n4)C3)ccc2c1 (stereo not drawn)	-24.0%	-21.4	-109.3*	11.3%	?
15	Cc1nc2ccccc2c(=O)n1NC(=O)CCC(=O)O	-0.3%	7.4	7.7	5.2%	-15.5%

item	KB-3-1 tox	SW480 rerep	HT1080 IDH1KD tx	D3 antag
1	-5.6%	-2.8%	10.8%	2.3
2	1.6%	9.9%	0.0%	-6.6
3	-10.1%	?	?	5.2
4	-2.2%	1.1%	-12.1%	7.6
5	-0.8%	2.1%[9.22 µM]	-9.6%	12.4
6	-3.7%	-5.4%	22.0%	-0.3
7	2.4%	-0.2%	2.6%	-1.0
8	-17.4%	16.4µM*	?	-7.0
9	-25.8%	0.3%	-1.1%	6.0
10	-0.7%	2.2%	9.6%	-17.1
11	?	-22.1%	-1.4%	-4.2
12	-6.8%	-0.7%	-28.6%	-21.6
13	?	8.5%	-2.9%	42.5
14	-4.4%	?	23.1µM*	-21.4
15	-0.8%	-15.1%	1.4%	-0.6

Additional entries
item	canonical_smiles	KB-V1 MDR tox	D3 ag	IL1B secr inh	GLP1R ag	HT1080-NT tox
16	COC(=O)c1c(NC(=O)c2ccccc2[N+](=O)[O-])sc2c1CC(C)(C)NC2(C)C	-3.6%	-2.0	-11.1	11.2%	?
17	COc1ccc(C(C(=O)NC2CCCC2)N(Cc2ccco2)C(=O)c2snc(C(N)=O)c2N)cc1OC (stereo not drawn)	-10.4%	3.6	-58.7*	7.5%	8.0%
18	O=C(CCN1C(=O)C2CC=CCC2C1=O)Nc1cccc(Cl)c1 (stereo not drawn)	17.8%	-0.2	0.0	-3.7%	8.3%
19	Cn1c(=O)c2c(ncn2CCOc2ccc(Br)cc2)n(C)c1=O	?	2.8	42.3	16.3%	-2.0%
20	CC(C)OC(=O)CSc1nnc(-c2cnccn2)n1Cc1ccco1	0.0%	-0.9	10.6	12.8%	16.9%
21	CCN(c1cccc(C)c1)S(=O)(=O)c1csc(C(N)=O)c1	-9.6%	1.5	33.0	9.5%	2.2%
22	CSCc1ccc(C(=O)NCCSc2ccc(Br)cc2)cc1	-23.8%	-7.4	-4.7	8.7%	-1.6%
23	CC[C@@H]1Cc2cc(O)ccc2C2=C1c1ccc(O)cc1C[C@H]2CC	?	4.4	3.8	-1.2%	18.4µM*
24	Cc1cc(C(=O)CN2C(=O)NC(C)(CC(C)C)C2=O)c(C)n1-c1ccc2c(c1)OCO2 (stereo not drawn)	-18.9%	-1.9	-25.0	1.2%	-3.0%
25	CC(NC(=O)CSc1nc2ccc(N)cc2s1)c1ccccc1 (stereo not drawn)	?	12.4	30.1	9.3%	0.2%
26	CCNC(=O)c1ccc(CSc2nc3ccccc3s2)cc1	-9.7%	9.2	24.3	16.1%	-9.0%
27	O=C(CSc1ccc(Br)cc1)NC1CCCCCC1	/	-7.1	-2.3	1.4%	0.0%
28	Cc1ccsc1/C=N/Nc1nc2ccccc2[nH]1	?	14.0	35.4	21.6%	-17.0%
29	CCOC(=O)Cc1csc(NC(=O)c2sc3nc4ccc(CC)cc4cc3c2N)n1	?	-2.5	2.9	1.1%	16.6%
30	O=S(=O)(c1ccccc1)N1CCN(C(=S)NC2CCCC2)CC1	-27.7%	-8.5	i	-1.2%	-4.2%

item	KB-3-1 tox	SW480 rerep	HT1080 IDH1KD tx	D3 antag
16	-1.2%	5.4%	?	?
17	4.0%	-6.2%	2.7%	17.8
18	17.9%	-2.0%	2.7%	-8.3
19	-16.9%	-23.4%	-4.8%	5.7
20	-2.2%	-13.8%	14.7%	38.7
21	12.5%	-90.3%[inhibitor]	-2.5%	14.6
22	-6.8%	3.2%	-11.6%	-18.4
23	?	1.0%	14.6µM*	45.2
24	0.0%	8.3%	-3.0%	-20.8
25	28.4%	-9.7%	7.4%	-2.8
26	-3.9%	-0.7%	-26.8%	16.9
27	/	-0.9%	0.5%	-0.8
28	-22.5%	4.8%	-2.3%	14.5
29	?	-2.6%	2.6%	18.1
30	-4.8%	?	0.0%	-1.4

Entries above with a furan ring, fused or not (2):
item	canonical_smiles	KB-V1 MDR tox	D3 ag	IL1B secr inh	GLP1R ag	HT1080-NT tox
17	COc1ccc(C(C(=O)NC2CCCC2)N(Cc2ccco2)C(=O)c2snc(C(N)=O)c2N)cc1OC (stereo not drawn)	-10.4%	3.6	-58.7*	7.5%	8.0%
20	CC(C)OC(=O)CSc1nnc(-c2cnccn2)n1Cc1ccco1	0.0%	-0.9	10.6	12.8%	16.9%

item	KB-3-1 tox	SW480 rerep	HT1080 IDH1KD tx	D3 antag
17	4.0%	-6.2%	2.7%	17.8
20	-2.2%	-13.8%	14.7%	38.7

(list continues)
item	canonical_smiles	KB-V1 MDR tox	D3 ag	IL1B secr inh	GLP1R ag	HT1080-NT tox
31	Nc1cc(Cl)ccc1C(=O)OCC(=O)N1CCCCCC1	-12.0%	3.0	?	-5.9%	20.4%
32	C/C(=N/NC(=O)c1ccc2nc[nH]c2c1)c1cccs1	25.5%	1.8	-18.1	-0.2%	6.0%
33	C=C1CCN(C(C(=O)OC)C(C)C)S(=O)(=O)c2ccc(F)cc21 (stereo not drawn)	3.2%	-13.3	31.6	2.3%	2.8%
34	Cc1ccc(CNC(=O)C2CCCN(S(=O)(=O)c3cccc4nonc34)C2)cc1 (stereo not drawn)	-6.9%	0.9	0.2	2.0%	-0.9%
35	Cc1nc(NC(=O)CSc2nnc(-c3ccccc3)c(-c3ccccc3)n2)c(Cl)cc1Cl	?	7.8	4.7	-0.3%	-9.5%
36	c1ccc2nc(-c3nc4ccccc4[nH]3)ccc2c1	?	-1.4	14.9	-22.2%	25.9µM*
37	CN(Cc1cccc(F)c1)C(=O)c1ccc(NS(=O)(=O)c2ccc3[nH]c(=O)[nH]c3c2)cc1	4.7%	-8.8	-3.9	3.4%	-3.7%
38	COC(=O)c1ccc(CSc2nnc(CNC(=O)c3ccccc3F)o2)o1	-6.5%	-2.6	-18.2	1.0%	2.0%
39	CCN(CC)S(=O)(=O)c1ccc(OC)c(NS(=O)(=O)c2ccc(F)cc2)c1	0.0%	5.6	14.5	4.9%	-2.1%
40	CS(=O)(=O)N1CCN(C(=S)NCc2ccc(Cl)cc2)CC1	-11.4%	-8.8	-9.2	8.6%	-6.2%

item	KB-3-1 tox	SW480 rerep	HT1080 IDH1KD tx	D3 antag
31	4.3%	-9.0%	27.6%	-28.1
32	4.6%	-2.9%	11.6%	-1.7
33	-12.6%	5.8%	1.2%	7.7
34	13.1%	7.4%	7.5%	2.2
35	3.8%	-5.8%	-0.7%	4.9
36	?	0.6%[9.22 µM]	13µM*	3.6
37	?	-2.1%	-2.4%	-8.0
38	12.9%	-11.6%[9.22 µM]	3.8%	9.1
39	3.0%	-0.6%[9.22 µM]	16.3%	15.3
40	-3.1%	4.9%	-12.0%	-4.9

Two entries picked at random from the list so far, as already listed:
item	canonical_smiles	KB-V1 MDR tox	D3 ag	IL1B secr inh	GLP1R ag	HT1080-NT tox
33	C=C1CCN(C(C(=O)OC)C(C)C)S(=O)(=O)c2ccc(F)cc21 (stereo not drawn)	3.2%	-13.3	31.6	2.3%	2.8%
31	Nc1cc(Cl)ccc1C(=O)OCC(=O)N1CCCCCC1	-12.0%	3.0	?	-5.9%	20.4%

item	KB-3-1 tox	SW480 rerep	HT1080 IDH1KD tx	D3 antag
33	-12.6%	5.8%	1.2%	7.7
31	4.3%	-9.0%	27.6%	-28.1
